Source: PubChem
BAZ2B block: BAZ2B (human) inhibition | 4.4% of 360,000 active | Potency, µM (series often up to 114 µM), for inactives: at the top dose activity change, negative = inhibition, actives largely listed as inhibitors | AlphaScreen BAZ2B-H3K14Ac peptide displacement; note: % is set by controls: 0 for no effect and ±100 for the full control effect; nearly all actives have a fitted effect of over 60% in size
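AlphaScreen displacement: compounds (up to 110uM) incubated 30 min at room temperature with a preformed 50 nM BAZ2B/50 nM biotinylated H3K14Ac peptide complex in PBS pH 7.4 with Tween-20. Donor and acceptor beads at 10 ug/mL final added, 20 min light-protected before reading.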
G9a block: blocks human histone lysine methyltransferase G9a | Q96KQ7 | G9a H3K9 monomethylation, AlphaScreen, 2 h | Potency, µM (doses to about 102 µM), for inactives: at the highest dose activity, negative = inhibition, usual class: inhibitors | 8.8% of 350,000 active; note: % is set by controls: 0 for no effect and ±100 for the full control effect; nearly all actives have a fitted effect of over 75% in size
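G9a (20 nM) preincubated 15 min RT with compounds, then 500 nM biotinylated H3K9 peptide and 20 uM SAM added; 2 h RT reaction. Monomethyl-H3K9 product detected by AlphaScreen with anti-H3K9me1 antibody, streptavidin donor and anti-rabbit IgG acceptor beads.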
HP1b binding inh: HP1-beta chromodomain-methylated histone interaction inhibition; P83916; AlphaScreen HP1-beta / biotin-H3K9me3 peptide binding; Potency, µM (series often up to 114 µM), without a hit: at the top dose activity change, negative = inhibition, most hits filed as inhibitors; 0.56% of 390,000 active; AID 540317; note: nearly all actives have a fitted effect of over 70% in size; inactives centre near 23
Target sequence (P83916 whole entry, looked up): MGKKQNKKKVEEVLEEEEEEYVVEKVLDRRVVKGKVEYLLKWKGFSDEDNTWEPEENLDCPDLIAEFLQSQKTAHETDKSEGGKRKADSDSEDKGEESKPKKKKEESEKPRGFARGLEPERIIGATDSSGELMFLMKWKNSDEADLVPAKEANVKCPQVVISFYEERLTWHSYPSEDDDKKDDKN
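AlphaScreen: HP1-beta (50 nM) preformed 30 min with biotin-H3(1-18)K9me3 peptide (50 nM) in PBS pH 7.4, 0.01% Tween-20. Compound added for 30 min at RT, then streptavidin donor/nickel chelate acceptor beads (10 ug/mL) for 30 min.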
JMJD2A Tudor inh: blocks the human JMJD2A Tudor domain. AlphaScreen JMJD2A-Tudor / H3K4me3 peptide binding. O75164. Potency, µM (doses to about 114 µM), for inactives: at the highest dose activity change, negative = inhibition, most hits filed as inhibitors. AID 504339. 4.4% of 390,000 active; note: % is set by controls: 0 for no effect and ±100 for the full control effect; nearly all actives have a fitted effect of over 50% in size
POLI inh: DNA polymerase iota (human) inhibition; Potency, µM (doses to about 115 µM), for inactives: at the highest dose activity, negative = inhibition, usual class: inhibitors; Pol iota fluorescent replication assay, 10 min; Q9UNA4; 1% of 390,000 active
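Pol iota at 10 nM preincubated 15 min with compounds at room temperature; reaction started with fluorescent substrate, 50 nM final. Fluorescence read kinetically at 0 and 10 min; buffer-only wells as negative control.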
Pin1 inh: human Pin1 inhibition; Potency, µM (highest dose often 115 µM), without a hit: at the top dose activity, negative = inhibition, usual class: inhibitors; Q13526; 0.009% of 390,000 active; Pin1 FP peptide displacement, HiFluor488, 10 min; active = well fitted inhibition curve with a large enough effect in the polarisation, with a control signal flat, not every such curve was filed as active; inconclusive = small, poorly fitted or top-dose-only effect, or effect the other way, or a change in a side signal; inactive = no such curve, though single readings can be large or run the other way; the % refers to the polarisation; note: % is set by controls: 0 for no effect and ±100 for the full control effect
Target sequence (Q13526 whole entry, looked up): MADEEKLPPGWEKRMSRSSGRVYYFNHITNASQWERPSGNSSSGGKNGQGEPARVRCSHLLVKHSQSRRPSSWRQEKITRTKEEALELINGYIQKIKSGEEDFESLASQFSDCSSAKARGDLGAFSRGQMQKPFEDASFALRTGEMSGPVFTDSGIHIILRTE
GLS inh: blocks human kidney-isoform glutaminase activity | O94925 | 0.21% of 410,000 active | GLS enzymatic activity, qHTS titration | Potency, µM (highest dose often 45.5 µM), for the others: top-dose activity change, negative = inhibition, most hits filed as inhibitors; note: % is set by controls: 0 for no effect and ±100 for the full control effect
Target sequence (O94925 whole entry, looked up, canonical isoform): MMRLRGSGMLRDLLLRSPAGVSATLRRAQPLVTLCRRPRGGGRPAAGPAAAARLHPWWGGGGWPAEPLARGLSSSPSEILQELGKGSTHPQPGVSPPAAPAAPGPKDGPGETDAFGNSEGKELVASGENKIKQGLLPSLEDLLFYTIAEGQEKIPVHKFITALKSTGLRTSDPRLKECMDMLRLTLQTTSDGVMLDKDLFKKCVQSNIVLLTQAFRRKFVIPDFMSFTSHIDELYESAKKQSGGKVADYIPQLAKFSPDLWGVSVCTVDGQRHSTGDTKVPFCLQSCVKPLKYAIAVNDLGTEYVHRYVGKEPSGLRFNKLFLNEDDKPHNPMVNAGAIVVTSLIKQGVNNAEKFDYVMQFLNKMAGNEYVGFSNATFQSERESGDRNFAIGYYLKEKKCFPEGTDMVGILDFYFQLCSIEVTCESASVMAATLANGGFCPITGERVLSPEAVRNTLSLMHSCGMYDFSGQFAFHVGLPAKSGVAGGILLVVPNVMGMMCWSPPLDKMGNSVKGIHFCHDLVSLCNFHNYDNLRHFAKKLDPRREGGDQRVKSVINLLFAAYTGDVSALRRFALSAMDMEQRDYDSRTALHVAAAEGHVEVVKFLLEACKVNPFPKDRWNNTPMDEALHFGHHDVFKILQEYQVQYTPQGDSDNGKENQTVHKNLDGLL
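Enzyme dispensed in phosphate buffer (45 mM, pH 8.2, 0.02% Tween-20), compounds pinned in, then 1 mM L-glutamine solution and the glutamate oxidase–HRP–Amplex Red mix added; fluorescence read immediately and again after 30 min at room temperature.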
PGK inhibitor: blocks T. brucei phosphoglycerate kinase | P07378 | Potency, µM (series often up to 57.5 µM), without a hit: at the highest dose activity change, negative = inhibition, hits mostly inhibitors | PGK/GAPDH coupled, Kinase-Glo luminescence, 60 min | 0.043% of 380,000 active; note: % is set by controls: 0 for no effect and ±100 for the full control effect; nearly all actives have a fitted effect of over 60% in size
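Recombinant glycosomal PGK reaction used 1,3-bisphosphoglycerate generated in-well by GAPDH (100nM final) in 100mM TEA pH 7.6, 5mM MgCl2, 0.01% Tween-20. After 60 minutes at room temperature, ATP was read by Kinase-Glo Plus luminescence end-point.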
BLM helicase inh: blocks DNA unwinding by human BLM helicase | recombinant BLM DNA unwinding, fluorescence dequenching | Potency, µM (highest dose often 56.1 µM), without a hit: at the top dose activity change, negative = inhibition, actives largely listed as inhibitors | 0.2% of 350,000 active;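 note: plate controls were vehicle for no effect and no enzyme for full effect; nearly all actives have a fitted effect of over 35% in size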
* hit, by the source's call; i = inactive; ? = inconclusive; . = no result given; & = joins results of further samples; [ ] = dose if it differs, or a comment. Unless noted, calls come from the whole dose curve; as a rule, active = well fitted curve in the direction sought with a large enough effect; inconclusive = small, poorly fitted or top-dose-only effect, or another doubt; inactive = no such curve, though single readings can be large; an effect the other way counts as inactive or inconclusive. Potency is the fitted concentration of half-maximal effect. Only part of the results is shown, so the mix of outcomes need not match the whole.

The first 3 entries, to show the layout:
SMILES | BAZ2B block | G9a block | HP1b binding inh | JMJD2A Tudor inh | POLI inh | Pin1 inh | GLS inh | PGK inhibitor | BLM helicase inh
Cc1cccc(CSc2ccc3nnc(CCNS(=O)(=O)c4ccccc4)n3n2)c1 | -33% | -8%[59 µM] | 7% | -30% | 22% | 5% | 0% | -6% | 0%
Cc1nc([N+](=O)[O-])nn1C12CC3CC(CC(Br)(C3)C1)C2 | -8% | ? | ? | 56µM* | -2% | 8% | -2% | . | -2%
COc1cc2c(cc1OC)C(C)N(C(=O)c1cc3c(C)cc(C)cc3[nH]1)CC2 (stereo unspecified) | ? | 16%[12.7 µM] | -14% | ? | 16% | ? | 0% | 3% | -18%

The listing (from the top)
SMILES | BAZ2B block | G9a block | HP1b binding inh | JMJD2A Tudor inh | POLI inh | Pin1 inh | GLS inh | PGK inhibitor | BLM helicase inh
Cc1cccc(CSc2ccc3nnc(CCNS(=O)(=O)c4ccccc4)n3n2)c1 | -33% | -8%[59 µM] | 7% | -30% | 22% | 5% | 0% | -6% | 0%
Cc1nc([N+](=O)[O-])nn1C12CC3CC(CC(Br)(C3)C1)C2 | -8% | ? | ? | 56µM* | -2% | 8% | -2% | . | -2%
COc1cc2c(cc1OC)C(C)N(C(=O)c1cc3c(C)cc(C)cc3[nH]1)CC2 (stereo unspecified) | ? | 16%[12.7 µM] | -14% | ? | 16% | ? | 0% | 3% | -18%
O=C(NCCS(=O)(=O)c1ccc(Cl)cc1)c1ccc(F)cc1 | -2% | 4% | -15% | ? | 48%[activator] | -4% | -2% | 0% | 0%
Cc1c(NC(=O)c2ccc(CN3CCc4ccccc4C3)cc2)c(=O)n(-c2ccccc2)n1C | -24% | 5%[12.7 µM] | 43%[activator] | -18% | 0% | -2% | 21% | -6% | -4%
COc1ccc(-c2cn(-c3ccc(Br)cc3)c3[n+]2CCS3)cc1 | 6% | 18%[59 µM] | 22% | -15% | 0% | -6% | 4% | -1% | 8%
COc1ccc(OCC(O)CNC(=O)c2c(-c3ccccc3)noc2C)cc1 (stereo unspecified) | 0% | . | 44%[activator] | -14% | -1% | -2% | -1% | i | -2%
CC(=O)Nc1sc(C)c(C)c1C(=O)OCC(=O)NCc1ccccc1 | 7% | -36% | 8% | -21% | 9% | 7% | 1% | -7% | .
COc1cccc(CN(c2ccccc2C(=O)O)S(=O)(=O)c2ccc(C)cc2)c1 | . | . | 37% | -6% | 19% | -2% | 12% | 1% | .
OC1(c2cccc(C(F)(F)F)c2)CCN(c2ccc(-c3ccccc3)nn2)CC1 | -2% | 10%[59 µM] | 23% | -3% | -2% | 5% | -2% | 3% | 4%
CCOC(=O)c1n[nH]c(=O)c2ccccc12 | 10% | -1% | 24% | -15% | 43%[activator] | -19% | 5% | 0% | 5%
CCN(CC)CCNC(=O)CCn1c(=O)c2cccn2c2cccnc21 | -4% | -32%[59 µM] | 5% | -5% | 3% | 2% | -2% | -8% | -1%
Cn1c(-c2cc3ccc(OC(=O)C(C)(C)C)cc3oc2=O)nc2ccccc21 | 10% | 141%[activator][59 µM] | 107% | 20% | -7% | -10% | 0% | i | -3%
O=C(CCCCC(=O)OC1CCCCC1)OC1CCCCC1 | . | . | 91%[activator][57 µM] | 120%[activator] | -3% | 5% | -7% | 1% | .
Cc1cc2oc(=O)cc(COC(=O)c3n[nH]c4ccccc34)c2cc1C | 9% | 34%[12.7 µM] | 9% | -4% | 13% | 17% | 2% | -7% | 1%
CCCC(=O)Nc1nnc(SCc2cc(=O)c3ccc(C)cc3[nH]2)s1 | -1% | -36%[59 µM] | 13%[57 µM] | -5% | -25% | 4% | 2% | 7% | -13%
CC(=NNC(=O)c1ccncc1)c1ccccc1O | . | . | 58%[activator] | -26% | -8% | 0% | -1% | -9% | .
COc1cccc(-c2nc(CS(=O)CC(=O)NCc3ccc(F)cc3)c(C)o2)c1 (stereo unspecified) | -17% | 0% | -1%[57 µM] | -13% | ? | -3% | 0% | -1% | 0%
CCc1nnc2c(Nc3ccc(N(CC)CC)cc3C)nc3ccccc3n12 | 32µM* | 18µM* | ? | 16µM* | 2% | 6% | 3% | -2% | -3%
COc1cc(/C=C2/C(=N)N3N=C(CC(=O)N4CCOCC4)SC3=NC2=O)ccc1OCc1ccccc1F | ? | 13% | 39% | -26% | ? | -6% | 0% | -3% | -10%
Cc1cccc(CCNC(=O)CCc2c(C)nc3c(-c4ccc(F)cc4)c(C)nn3c2C)c1 | 1% | -1%[59 µM] | 39% | -5% | 2% | -1% | 1% | -11% | -5%
Cc1ccc(-n2ncc3c(NCc4ccccc4)ncnc32)cc1Cl | 3% | -27%[59 µM] | 12% | -24% | -11% | -21% | 2% | -2% | -2%
O=C1/C(=C/c2ccccn2)SC(=S)N1N1CCOCC1 | ? | 56µM* | 17% | -8%[57.1 µM] | 121%[activator] | -4% | -4% | 13% | 1%
C=CCn1c(COc2ccccc2)nnc1SCC(=O)Nc1ccc2c(c1)OCCO2 | -27% | 0% | 9% | -13% | 2% | -2% | 2% | -8% | 1%
Cc1nc(-c2ccccc2)nc(Cl)c1Cl | 9% | 60%[activator] | 130%[activator] | 55%[activator] | 69%[activator] | -1% | -11% | -1% | 1%
O=C(CSc1nnc(CNC(=O)c2cccc(C(F)(F)F)c2)o1)NCc1ccco1 | -22% | -2% | 13% | -10% | 24% | -1% | 2% | -4% | -9%
CCCC(=O)NCCCc1nc2ccccc2n1C(C)C | 9% | -9% | 27% | -21% | -3% | -11% | -3% | -9% | 0%
COc1ccccc1N1CCN(C(=O)c2ccc3[nH]c(C)c(C)c3c2)CC1 | ? | 40µM* | -23%[57 µM] | ? | 5% | -4% | 8% | -4% | -3%
COc1ccc(CCNC(=O)CCNS(=O)(=O)c2cccc(Cl)c2)cc1OC | . | 11% | 22% | 3% | -3% | -4% | 5% | -2% | 4%
Cc1ccc(C)c(N2CCN(C(=O)CN3C(=S)NC(C)(C)CC3C)CC2)c1 (stereo unspecified) | -20% | 0% | 7% | -12% | 86%[activator] | 3% | -3% | -2% | -5%
O=C(O)CCn1cc(/C=N/O)c(-c2cccc([N+](=O)[O-])c2)n1 | . | 15% | 31% | -5% | 3% | -2% | 18% | -3% | -7%
O=C(O)CCc1nnc2cnc3ccccc3n12 | -11% | -20%[59 µM] | 39%[activator] | -8% | 39%[activator] | 6% | -3% | -9% | -3%
CCOc1ccccc1CN1CCN(CC2CC2)CC1CCO (stereo unspecified) | 9% | 16% | 57%[activator] | -9% | 29% | 6% | -1% | i | -1%
COc1ccc2nc(-c3ccccc3)nc(SC)c2c1 | . | . | 188%[activator] | 111%[activator] | ? | 7% | 8% | -1% | .
CCCNC(=O)c1onc(CSc2ccccc2)c1C(=O)NCCC | 7% | 0%[2.33 µM] | 32% | -14% | 20% | 0% | 3% | -8% | .
Cc1cc(C(F)F)n2nc(C(=O)Nc3cc(C)on3)nc2n1 | -18% | -47%[12.7 µM] | 14% | -1% | 12% | -2% | 12% | 7% | 0%
COc1ccc(-c2nnn3c2nc(NCc2ccccc2)c2ccccc23)cc1 | -6%&-2% | -1% | 37%&41% | -15%&7% | ? | 8%&-10% | -2%&2% | -1%&-12% | 2%&-6%
CCc1oc2ccccc2c1C(=O)CCN1CCCCC1 | 8% | 1.4µM* | 39% | -22% | ? | 4% | 10% | -4% | 1%
CCOC(=O)N1CCN(C(=O)CCNS(=O)(=O)c2ccc(C)c(C)c2)CC1 | -3% | 10%[0.501 µM] | 46%[activator] | -14% | 16% | 2% | 2% | -10% | .
CC(C)(C)OC(=O)N1CCC(CC2CC(c3ccccc3)=NO2)(C(=O)NCc2ccccc2)CC1 (stereo unspecified) | 9% | -3%[2.33 µM] | 27% | -22% | 12% | 0% | 0% | -1% | .
Nc1nc(N)nc(-c2ccc(Cl)cc2)n1 | 79µM* | -2% | 7% | -12% | 43%[activator] | -1% | 3% | i | -1%
COC(=O)c1cc(NC(=O)c2cc3sccc3n2Cc2ccc(Cl)cc2)cc(C(=O)OC)c1 | -20% | -28%[59 µM] | 18% | -29% | 18% | ? | 2% | i | -8%
COc1ccc(CCNC(=O)CNS(=O)(=O)c2cccs2)cc1OC | -4% | -2%[59 µM] | 12% | -15% | -12% | 9% | 1% | . | -1%
CCc1ccc(NC(=O)C2CCN(c3cc(C)nc4c(-c5ccc(Cl)cc5)c(C)nn34)CC2)cc1 | -8% | -4%[59 µM] | 36% | 3% | 37%[activator] | -6% | -2% | -4% | -1%
COc1cc(/C=N/NC(=O)c2ccncc2)ccc1OCC(=O)Nc1ccccc1 | 0% | 9% | 23% | -4% | -19% | 2% | 12% | -1% | 5%
COc1ccc(S(=O)(=O)N2CCOc3ccccc32)cc1 | 16% | 39% | 39% | 13% | -11% | -4% | 0% | 0% | -7%
Cc1ccccc1C1=Nn2c(nnc2-c2ccco2)SC1 | -24% | 28µM* | 30% | -25% | 10% | 2% | 0% | -3% | -8%
CCn1c(O)c(/C=C2\C=NN=C2c2ccccc2)sc1=S | -20% | ? | -10% | -21% | -20%[58.9 µM] | 0% | -10% | -4% | -7%
Cc1cc(NS(=O)(=O)c2ccc(C3CCCCC3)cc2)no1 | -6% | -33%[12.7 µM] | 6% | -15% | ? | -1% | 6% | -6% | -2%
C=CC[C@@H](Cc1ccc(F)cc1)C(=O)OC[C@H]1CCCN1C(=O)[C@@H](CC=C)CC(=O)N(CCO)Cc1ccccc1 | . | . | 39% | -8% | -23% | 6% | -11% | -3% | .
Remaining list, next part.
SMILES | BAZ2B block | G9a block | HP1b binding inh | JMJD2A Tudor inh | POLI inh | Pin1 inh | GLS inh | PGK inhibitor | BLM helicase inh
COc1ccc(Cn2c(CO)cnc2SCc2cccc(C)c2)cc1 | ? | -34%[59 µM] | 11%[57 µM] | -24% | -3% | -3% | -2% | -1% | 0%
O=C(OCn1nnc2ccccc2c1=O)C1COc2ccccc2O1 (stereo unspecified) | -3% | -3%[59 µM] | 5% | -3% | -23% | ? | -10% | -10% | -3%
N#CC1=C2SCN(Cc3ccco3)CN2C(=O)CC1c1cccc2ccccc12 (stereo unspecified) | ? | 0.89µM* | ? | 56µM* | ? | -9% | ? | 0% | ?
FC(F)(F)c1nc(SCc2ccc(Cl)cc2Cl)n[nH]1 | 4% | -4% | 24% | -17% | 75%[activator] | -2% | 4% | 0% | -2%
